Screening results from PubChem BioAssay.
FXIIa inh 1536: factor XIIa (human) inhibition. P00748. purified FXIIa, Boc-QGR-AMC fluorogenic substrate, 2 h. inhibition, % at 5 µM. 220,000 compounds, 0.3% hits; in the data active means inhibition above about 40%;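 further: 0% = enzyme with no compound and 100% = blank without enzyme; many of its hits are not listed in these tables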
MDM2 E3 inh: Mdm2 E3 ligase (human) inhibition | Q00987 | cell-based MDM2 ubiquitination luciferase reporter, 2 h; 0 = plate control, 100 = twice control, blank-subtracted | 210,000 compounds, 0.11% hits | signal enhancement, % at 5 µM;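 active means signal enhancement of 30% or more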;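 further: luminescence tracks abundance of the self-degrading MDM2-luciferase fusion protein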
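system = mammalian cells stably expressing self-ubiquitinating, self-degrading MDM2 E3–luciferase fusion | quantity = 2000 cells per well seeded | incubation = 4 h cell settling then 2 h compound exposure, 37 °C | signal = SteadyLite luminescence, 15 min reagent step | benchmarks = plate control and blank wells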
Wee1 stabilizer: inhibitors of human Wee1 degradation; HeLa Luc-Wee1K328M stability, luciferase luminescence; 100% = proteasome inhibitor MG132 effect; 220,000 compounds, 1.2% hits; reporter increase, % at 5 µM; AID 1321;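 active means activation above the mean of all tested compounds plus 3 SD, set per screening run, cut at about 8.8% in these data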;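 further: cells exposed to compound for 20 h before luminescence read; 0% = DMSO alone and 100% = MG132 at 30 µM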
KLK5 inh: inhibitors of human kallikrein 5; Q9Y337; recombinant hK5, fluorogenic AMC substrate cleavage; inhibition, % at 5 µM; 210,000 compounds, 0.59% hits;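 active means inhibition of 40% or more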;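 further: 0% = enzyme controls without compound and 100% = no-enzyme blanks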
Target sequence (Q9Y337 67-293 limits assumed): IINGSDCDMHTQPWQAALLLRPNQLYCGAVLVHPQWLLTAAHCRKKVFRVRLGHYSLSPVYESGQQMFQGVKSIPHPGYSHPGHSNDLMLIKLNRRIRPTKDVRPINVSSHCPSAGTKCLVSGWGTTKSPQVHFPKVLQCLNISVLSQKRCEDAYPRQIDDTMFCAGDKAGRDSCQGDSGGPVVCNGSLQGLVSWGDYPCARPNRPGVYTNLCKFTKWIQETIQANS
Rad51 HR inh: Rad51 (human) homologous recombination inhibition; hRad51 DNA strand exchange, fluorescence dequenching; inhibition, % at 10 µM; 200,000 compounds, 0.085% hits; AID 1385;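 active means inhibition above 40% at the single screening dose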;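 further: 0% = DMSO control wells and 100% = blanks with heterologous ssDNA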
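material = hRad51 filaments on single-stranded DNA | timing = filaments 15 min 37 °C, then compound 30 min | signal = FRET fluorescence dequenching, excitation 485 nm, emission 520 nm | benchmarks = control wells and blank wells on each plate | evaluation = percent inhibition relative to plate controls and blanks | compound = 10 µM final, single point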
FXIa inh 1536: factor XIa (human) inhibition. P03951. inhibition, % at 5 µM. purified FXIa, Boc-Glu-Ala-Arg-AMC fluorogenic substrate. AID 798. 220,000 compounds, 0.14% hits;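 active means inhibition of at least 40%; inactive means inhibition below 40%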;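 further: fluorescence of freed AMC excited at 355 nm; 0% = enzyme without compound and 100% = no enzyme blank; many of its hits are not listed in these tables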
eIF4E 4G PPI: inhibitors of eIF4E and eIF4G interaction in translation initiation. P63073+Q04637. TR-FRET eIF4E-eIF4GI(517-606) binding, 2 h. inhibition, % at 21.7 µM. 220,000 compounds, 0.37% hits. AID 782;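 active means inhibition above about 30%, limit read from the data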;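 further: 0% = full FRET control wells and 100% = background wells lacking eIF4GI fragment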
p97 ATPase inh: inhibitors of human p97 ATPase; P55072; inhibition, % at 8 µM; 220,000 compounds, 0.42% hits; recombinant p97 ATPase, Kinase-Glo ATP luminescence, 3 h; in the data active means inhibition above about 15%;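 further: 0% = DMSO vehicle and 100% = wells lacking enzyme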
Target sequence (P55072 whole entry, looked up): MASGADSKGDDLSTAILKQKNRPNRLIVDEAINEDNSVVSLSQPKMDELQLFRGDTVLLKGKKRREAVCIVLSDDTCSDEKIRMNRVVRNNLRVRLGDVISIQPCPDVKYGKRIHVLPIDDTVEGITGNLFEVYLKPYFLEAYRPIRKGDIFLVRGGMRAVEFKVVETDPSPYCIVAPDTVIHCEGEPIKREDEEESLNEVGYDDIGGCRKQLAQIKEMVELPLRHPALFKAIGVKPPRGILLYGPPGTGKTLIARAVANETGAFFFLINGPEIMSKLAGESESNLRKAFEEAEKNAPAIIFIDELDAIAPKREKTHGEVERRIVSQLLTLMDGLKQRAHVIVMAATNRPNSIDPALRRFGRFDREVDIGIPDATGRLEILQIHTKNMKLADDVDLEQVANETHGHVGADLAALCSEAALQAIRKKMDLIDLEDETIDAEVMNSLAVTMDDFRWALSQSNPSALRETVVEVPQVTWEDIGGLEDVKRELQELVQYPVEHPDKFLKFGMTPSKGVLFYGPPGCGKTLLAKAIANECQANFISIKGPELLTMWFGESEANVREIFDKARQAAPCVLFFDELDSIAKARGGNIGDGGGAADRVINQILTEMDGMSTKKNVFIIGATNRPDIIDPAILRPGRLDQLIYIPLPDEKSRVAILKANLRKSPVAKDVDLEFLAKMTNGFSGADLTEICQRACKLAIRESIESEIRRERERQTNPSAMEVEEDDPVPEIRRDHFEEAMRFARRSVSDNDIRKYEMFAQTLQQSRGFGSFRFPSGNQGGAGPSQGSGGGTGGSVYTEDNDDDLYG
14-3-3 Bad PPI: disrupts binding of bovine 14-3-3 zeta to phospho-Bad peptide; P63103; 220,000 compounds, 0.71% hits; inhibition, % at 21.7 µM; AID 781; TR-FRET 14-3-3zeta/Dy647-pBad peptide displacement, 1 h;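 active means inhibition above about 70%, limit read from the data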;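 further: 0% = full 14-3-3 plus peptide FRET controls and 100% = background without 14-3-3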
An asterisk follows results filed as active; / = no result given; [ ] = dose if it differs, or a comment.

SMILES	FXIIa inh 1536	MDM2 E3 inh	Wee1 stabilizer	KLK5 inh	Rad51 HR inh	FXIa inh 1536	eIF4E 4G PPI	p97 ATPase inh	14-3-3 Bad PPI
COCCn1c(SCC(=O)Nc2ccc(S(=O)(=O)N3CCOCC3)cc2)nc2ccccc21	10	-6	0	-8	-5	4	2	0	6
Cn1ccnc1Sc1ccc(/C=N/NC(=O)c2ccccc2O)cc1[N+](=O)[O-]	8	-8	3	-5	13	-4	-5	2	-6[fluorescence artefact?]
O=C(C1CCCO1)N1CCN(c2ncccn2)CC1 (stereo not drawn)	7	-3	-2	5	12	-6	-1	2	-6[fluorescence artefact?]
CC(C)c1nc(SCC(=O)Nc2ccc(N(C)C)cc2)c2ccccc2n1	3	-1	2	-1	0	-4	9	-1	-16
O=C(CN1CCOCC1)N/N=C/c1ccc(-c2ccc(C(=O)O)cc2)o1	6	-12	1	3	-4	2	2	1	12
O=C(CSc1cccc[n+]1[O-])C12CC3CC(CC(C3)C1)C2	4	-9	1	-2	1	0	-3	5	-5
Cc1ccc(S(=O)(=O)N2CCN(C(=O)c3nn(C(C)C)c(=O)c4ccccc34)CC2)cc1C	10	-4	-3	8	/	-19	1[fluorescence artefact?]	-1	11[fluorescence artefact?]
Cn1c(SCC(=O)NNC(=O)Nc2ccccc2)nnc1-c1ccccc1	14	-1	-2	0	1	-1	-5	1	-1
O=S(=O)(c1cccs1)N1CCN(c2ccc(O)cc2)CC1	10	-6	23*	-1	14	3	12	9	-2
O=C(NC(=S)Nc1ccc(Cc2ccncc2)cc1)c1ccc(F)cc1	8	-9	-1	2	6	-3	-3	1	-16
COc1ccc(S(=O)(=O)Nc2ccc(C)cc2)cc1N(C)S(=O)(=O)c1ccc(Cl)cc1	15	-20	-2	-6	2	5	3	3	1
O=C(CNC(=O)c1ccc(Cl)cc1)N/N=C/c1cccnc1	7	-8	2	-1	/	-1	2	2	-2
NC(=O)COc1ccccc1/C=C1/SC(=O)N(CC(=O)N2CCc3ccccc3C2)C1=O	6	-9	-3	-2	/	1	2[fluorescence artefact?]	3	9[fluorescence artefact?]
Cc1ccc[n+](CC(=O)c2ccc(NC(=O)c3ccccc3)cc2)c1	9	-2	3	5	-8	2	9	0	5
Cc1ccccc1OCc1nc(-c2ccc(Br)o2)no1	8	-7	3	-26	5	0	8	-7	4
CSc1c(CC(=O)Nc2ccc(F)cc2)n(Cc2ccccc2)c2ccccc12	12	-9	-3	-6	3	3	-8	3	-3
O=C(Cn1c(=O)oc2cc(S(=O)(=O)N3CCCC3)ccc21)N1CCN(c2ccccn2)CC1	7	-5	-3	-7	-5	-7	1	-2	3
Cc1nc2n(n1)CC(O)CS2 (stereo not drawn)	2	-8	0	-3	-7	-7	5	3	-6
O=C(COc1ccc(Br)cc1CO)Nc1ccccc1	5	-5	2	20	4	-8	-5	-4	1
Cn1nccc1NS(=O)(=O)c1ccc(C(C)(C)C)cc1	5	-27	4	6	-1	10	1	7	-3
CCOc1ccc(NC(=O)C2CCCN2C(=O)OCc2ccccc2)cc1 (stereo not drawn)	11	-9	5	6	/	4	-1	-1	-11
C[C@@H]1C=C(C(=O)NCc2ccccc2)O[C@H](OCc2ccc(CO)cc2)C1	1	/	2	-5	-7	-3	0	1	3
Nc1ccc2c(c1)N1CCN=C1S2	7	-7	1	-30	-2	-7	-20	-3	-5
OCCNCCOc1ccccc1-c1ccccc1	13	-14	0	-8	0	-3	4	-2	25
COc1ccccc1OCCOCCOc1ccc(C)cc1[N+](=O)[O-]	0	-6	1	-15	-12	-12	3	-7	4

Among those listed so far, 2 contain a Cl atom:
SMILES	FXIIa inh 1536	MDM2 E3 inh	Wee1 stabilizer	KLK5 inh	Rad51 HR inh	FXIa inh 1536	eIF4E 4G PPI	p97 ATPase inh	14-3-3 Bad PPI
COc1ccc(S(=O)(=O)Nc2ccc(C)cc2)cc1N(C)S(=O)(=O)c1ccc(Cl)cc1	15	-20	-2	-6	2	5	3	3	1
O=C(CNC(=O)c1ccc(Cl)cc1)N/N=C/c1cccnc1	7	-8	2	-1	/	-1	2	2	-2

(cont.)
SMILES	FXIIa inh 1536	MDM2 E3 inh	Wee1 stabilizer	KLK5 inh	Rad51 HR inh	FXIa inh 1536	eIF4E 4G PPI	p97 ATPase inh	14-3-3 Bad PPI
Cc1ccc(C(=O)O/N=C(\N)c2ccc(Br)cc2)cc1	13	-5	7	-14	/	-5	-15[fluorescence artefact?]	-3	0[fluorescence artefact?]
O=C(CCCOc1ccc(Cl)cc1Cl)n1nnc2ccccc21	3	7	-1	-6	-4	2	-1	3	-20
CC(=O)OCc1cc(-c2nn(C)c(=O)c3ccccc23)ccc1C	-1	-19	1	4	0	-5	-3	14	7
CN(C)CC(=O)Nc1ccc2cn[nH]c2c1	10	-4	3	/	/	0	3	1	1
CC(C)CCNC(=O)CCCC1=NS(=O)(=O)c2ccccc2N1	6	4	0	-13	/	0	3	-2	9
CC(C)c1onc(C(=O)N2CCN(c3ccccc3)CC2)c1[N+](=O)[O-]	0	-12	-2	-2	-18	-1	2	2	5
CC1CCCCN1CCNC(=O)CN1C(=O)COc2ccccc21 (stereo not drawn)	-1	-6	-1	11	0	-2	7	0	0
COc1ccc(-n2c(NC(=O)c3ccc(Br)o3)c(C#N)c3nc4ccccc4nc32)cc1	3	-25	-2	-116	/	0	-2[fluorescence artefact?]	13	49
COC(=O)N/N=C(\C)c1cccc(C(F)(F)F)c1	1	-9	0	0	7	-8	-3	-2	15
CC1CC(=O)c2cnc(N)nc2C1 (stereo not drawn)	14	6	-1	4	-8	17	-5	-3	3
CCO[C@H]1OC(C(=O)NC2CC2)=C[C@@H](c2coc3ccccc3c2=O)[C@@H]1CCCO	2	/	4	-6	6	-2	5	-2	3
O=C(Nc1ccc(Oc2ccc(Cl)cc2)cc1)c1ncn[nH]1	9	6	1	-153	-8	3	1	6	15
CC(C)NC(=O)NC(=O)COC(=O)CCCSc1nc2ccccc2s1	13	-8	-2	18	9	7	0	0	2
CCc1cccc(NC(=O)c2cc(OC)c(OC)c(OC)c2)c1	3	-13	-2	-7	-2	-2	0	6	-7
O=C1CN(C(=O)c2ccc(Br)o2)C(c2ccc(F)cc2)c2cc(F)ccc2N1 (stereo not drawn)	13	6	-1	-2	8	7	4	-1	1[fluorescence artefact?]
C[n+]1ccn(CC(=O)c2ccc(Br)cc2)c1	22	-16	1	-9	12	6	-1[fluorescence artefact?]	4	-3
COc1ccc(C2c3c(ccc4ccccc34)Oc3ncn4nc(Cc5ccccc5)nc4c32)cc1OC (stereo not drawn)	10	1	-4	-2	-12	10	0[fluorescence artefact?]	2	5[fluorescence artefact?]
Cc1noc(C(=O)Nc2sc3c(c2C#N)CCC3)c1Cl	10	-9	1	-4	-4	5	3	-7	1
O=C(CCCNC(=O)/C(=C/c1ccc(F)cc1)NC(=O)c1ccccc1)OCc1ccccc1	-3	-14	-1	-3	23	-9	3	-5	4
O=C(Nc1cc(S(=O)(=O)N2CCOCC2)ccc1-n1cncn1)c1ccc(Cl)cc1	0	-9	1	-4	21	-5	1	4	0
COc1cccc(NC(=S)NCc2ccco2)c1	12	-3	-1	-23	1	6	2	3	-28[fluorescence artefact?]
CC(C)(C)OC(=O)N/N=C\c1ccc(OC(=O)c2cccs2)cc1	10	-15	-2	-8	/	5	3[fluorescence artefact?]	-2	-6
COc1cc(-c2c(C#N)c(N)nc(SCc3ccncc3)c2C#N)cc(OC)c1OC	6	-8	0	-6	-6	-4	6	4	6[fluorescence artefact?]
CCCn1c(=N)n(CC(=O)c2ccco2)c2ccccc21	15	-19	-2	-21	-1	4	1	5	-5
c1ccc(CN(Cc2ccccc2)c2nn[nH]n2)cc1	4	-17	-2	-7	-3	-3	0	5	-14

Limited to 14-3-3 Bad PPI, eIF4E 4G PPI and Wee1 stabilizer, for 6 of the compounds above:
smiles | 14-3-3 Bad PPI | eIF4E 4G PPI | Wee1 stabilizer
CC(C)NC(=O)NC(=O)COC(=O)CCCSc1nc2ccccc2s1 | 2 | 0 | -2
CC1CCCCN1CCNC(=O)CN1C(=O)COc2ccccc21 (stereo not drawn) | 0 | 7 | -1
COc1ccc(-n2c(NC(=O)c3ccc(Br)o3)c(C#N)c3nc4ccccc4nc32)cc1 | 49 | -2[fluorescence artefact?] | -2
CCO[C@H]1OC(C(=O)NC2CC2)=C[C@@H](c2coc3ccccc3c2=O)[C@@H]1CCCO | 3 | 5 | 4
Cc1ccc(C(=O)O/N=C(\N)c2ccc(Br)cc2)cc1 | 0[fluorescence artefact?] | -15[fluorescence artefact?] | 7
O=C(CCCNC(=O)/C(=C/c1ccc(F)cc1)NC(=O)c1ccccc1)OCc1ccccc1 | 4 | 3 | -1

Going on with the list:
SMILES	FXIIa inh 1536	MDM2 E3 inh	Wee1 stabilizer	KLK5 inh	Rad51 HR inh	FXIa inh 1536	eIF4E 4G PPI	p97 ATPase inh	14-3-3 Bad PPI
COc1ccc(C=O)cc1Cn1c(C)cc(C)c(C#N)c1=O	1	2	-1	-11	-2	-4	-2	3	10
COC(=O)c1ccc(C2C(C(C)=O)=C(C)Nc3ncnn32)cc1 (stereo not drawn)	11	-3	3	-13	2	3	4	6	2
CC(C)Oc1cccc(C(=O)NC(=S)Nc2ccc(N3CCN(C)CC3)cc2)c1	8	-13	1	3	22	9	3	4	2
Cc1ccc(/C(N)=N/OC(=O)C23CC4CC(CC(C4)C2)C3)cc1	11	-13	-4	-5	0	-3	/	2	/
O=C(c1ccncc1)N1CCN(C(=O)c2cccs2)CC1	8	-8	-1	-22	4	-2	-3	-4	-2
C=C1CCN(C(C)C(=O)O)S(=O)(=O)c2ccccc21 (stereo not drawn)	6	4	/	1	-2	0	-1	/	4
COc1ccc(OC)c(NC(=O)c2ccc(NS(=O)(=O)c3c(C)noc3C)cc2)c1	17	-13	8	-13	-4	14	-2	5	14
COc1ccc(CN(C)CC(=O)Nc2ccccc2C(F)(F)F)c(OC)c1	11	3	-1	-11	6	6	19	-1	4
O=C(Nc1ccc(N2CCOCC2)cc1)C1(S(=O)(=O)c2ccccc2)CC1	13	1	-2	-7	0	8	-1[fluorescence artefact?]	2	-9
CCCSCCCNC(=O)Cn1cc2c(n1)CCC(C)C2 (stereo not drawn)	16	-26	-1	-1	-5	5	-2	1	3[fluorescence artefact?]
CC(=O)[C@H]1[C@H](c2cccc(Cl)c2)C(C#N)(C#N)[C@@H]2c3ccccc3C=CN21	12	-10	1	-10	-35	2	-1	9	-3
Cc1onc(-c2ccccc2)c1-c1ccnn1C(=O)NC(C)C	10	-20	1	-3	14	-5	1	-7	2
O=C(Oc1cccc(NC2=NS(=O)(=O)c3ccccc32)c1)c1ccncc1	9	0	-3	3	1	-1	-2	6	-2
CC(C)N(C(=O)CSc1nnc(NC(=O)c2cccs2)s1)C(C)C	15	-1	-1	-11	5	6	-4[fluorescence artefact?]	3	1[fluorescence artefact?]
CCOC(=O)c1sc(NC(=S)NC(=O)c2ccccc2)nc1C	6	6	-3	-1	-4	2	-4	5	14
C=CCN(CC=C)C(=O)Nc1cc(OC)ccc1OC	3	-17	5	-8	-11	0	-4	-3	-5
CCSc1nnc(N(CCC#N)CCC#N)s1	6	-4	-3	-3	4	6	-4	0	25
Cc1nnc(NC(=O)CCSc2ccc(Cl)cc2)s1	-2	-36	6	-18	5	-1	-4	-1	-3
O=C1CCCCCC1C1(O)C(=O)Nc2ccc(Br)cc21 (stereo not drawn)	18	-3	0	2	5	4	6	5	1
COc1ccccc1/C=N/NC(=O)CNC(=O)c1ccccc1	3	-9	0	-4	14	-3	1	1	4
Cc1nn(CC2CC2)c(=O)n1-c1ccccc1	4	-16	2	-2	0	-3	2	3	-6
